Screens from PubChem.
TDP1 inh – qHTS Assay for Inhibitors of Tyrosyl-DNA Phosphodiesterase (TDP1); Tyrosyl-DNA phosphodiesterase 1 (Homo sapiens), Q9NUW8; recombinant TDP1, AlphaScreen DNA substrate cleavage; Potency, µM (highest dose often 130 µM), without a hit: top-dose activity change, negative = inhibition, most hits filed as inhibitors; 350,000 compounds, 0.28% hits; note: nearly all actives have a fitted effect of over 40% in size
Target sequence (Q9NUW8 whole entry, looked up): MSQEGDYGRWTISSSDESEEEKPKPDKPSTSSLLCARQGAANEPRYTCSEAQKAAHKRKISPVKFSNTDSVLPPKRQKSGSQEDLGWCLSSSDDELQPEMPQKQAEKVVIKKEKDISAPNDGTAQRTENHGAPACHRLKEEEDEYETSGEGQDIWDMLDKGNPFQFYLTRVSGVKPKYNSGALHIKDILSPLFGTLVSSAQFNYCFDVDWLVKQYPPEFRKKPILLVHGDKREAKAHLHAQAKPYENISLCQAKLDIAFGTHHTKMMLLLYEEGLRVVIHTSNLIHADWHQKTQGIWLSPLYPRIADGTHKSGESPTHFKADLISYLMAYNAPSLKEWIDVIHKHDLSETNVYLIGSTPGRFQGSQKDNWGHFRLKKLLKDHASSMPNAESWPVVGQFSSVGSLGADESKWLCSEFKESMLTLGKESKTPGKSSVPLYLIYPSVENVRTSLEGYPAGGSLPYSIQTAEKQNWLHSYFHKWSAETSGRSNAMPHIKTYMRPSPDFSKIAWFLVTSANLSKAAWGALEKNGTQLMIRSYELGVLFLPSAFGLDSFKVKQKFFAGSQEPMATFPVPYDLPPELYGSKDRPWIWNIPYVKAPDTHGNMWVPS
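Tdp1 1 nM final; 15 min RT w/ cpd; substrate 15 nM, 5 min; beads 10 ug/ml, 10 min; AlphaScreen read. Neg ctrl: no enzyme.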
TDP1 cell noCPT – qHTS for Inhibitors of human tyrosyl-DNA phosphodiesterase 1 (TDP1): qHTS in cells in absence of CPT; DT40 Tdp1-/- hTDP1 cells, no CPT, ATP luminescence, 48 h; Potency, µM (top dose mostly 46.2 µM), inactives show top-dose activity change, negative = growth inhibition, most hits filed as inhibitors; 420,000 compounds, 15% hits; note: nearly all actives have a fitted effect of over 55% in size
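Seeded 400 DT40-hTDP1 cells/well (vehicle DMSO, no 20 nM CPT); pinned compounds; ≥48 hr at 37 °C; CellTiter-Glo luminescence as viability measure.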
TDP1 cell CPT – qHTS for Inhibitors of human tyrosyl-DNA phosphodiesterase 1 (TDP1): qHTS in cells in presence of CPT. 420,000 compounds, 12% hits. chicken DT40 Tdp1-/-;hTDP1 cells + 20 nM CPT, ATP luminescence, 48 h. Potency, µM (doses to about 46.2 µM), for inactives: at the highest dose activity change, negative = growth inhibition, usual class: inhibitors; note: nearly all actives have a fitted effect of over 55% in size
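Chicken DT40 Tdp1-/- cells complemented with human TDP1, 400 cells/well, exposed to compounds plus 20 nM camptothecin for at least 48 h at 37 C; viability read as ATP content by CellTiter-Glo luminescence.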
An asterisk follows results filed as active; ? = inconclusive; . = no result given; & = joins results of further samples; [ ] = another dose, or the depositor's remark. Calls come from the whole dose curve; as a rule, active = well fitted curve in the direction sought with a large enough effect; inconclusive = small, poorly fitted or top-dose-only effect, or another doubt; inactive = no such curve, though single readings can be large; an effect the other way counts as inactive or inconclusive. % is set by controls: 0 for no effect and ±100 for the full control effect; potency is the fitted concentration of half-maximal effect. Compounds as they come. Share with any hit: about 18%.

SMILES	TDP1 inh	TDP1 cell noCPT	TDP1 cell CPT
O=C(NC(NCc1cccnc1)C(Cl)(Cl)Cl)c1cccc2ccccc12 (stereo not drawn)	2%	15µM*	?
Cc1nc2ccccc2n1CCC(=O)Nc1cccc(F)c1	1%	?	?
Cc1occc1-c1nnc(SCC(=O)NC2CC2)n1C(C)C	5%	14%	24%
Cc1cccc(C(=O)Nc2ccc3c(c2)C(=O)N(CC(C)C)C3=O)c1	6%	?	-28%
CCOc1ccc(S(=O)(=O)Nc2cccc(C)c2)c2cccnc12	1%&-7%	18µM*	12µM*
O=C(NCc1ccco1)c1cc2c(s1)CCCCC2	-8%	-9%	?
Cn1nc(NC(=O)C(F)(F)F)c2nccnc21	.	0%	0%
O=C(NCC1CC1)c1ccc2nc(-c3ccoc3)c(-c3ccoc3)nc2c1	2%	11µM*	?
COCCCNC(=O)Cn1c(=O)nc(-c2ccccc2)c2ccccc21	1%	-4%	9%
O=C(CSc1nnc(-c2ccco2)n1Cc1ccco1)Nc1ccccc1	4%	-27%	-22%
O=C(Nc1nccs1)c1cccc(NC(=O)c2ccco2)c1	1%	?	-5%
CSCCC(NC(=O)c1cc(S(=O)(=O)N2CCOCC2)ccc1F)c1nc2ccccc2[nH]1 (stereo not drawn)	0%[56.1 µM]	-22%	-13%
CCCCCN(C(=O)CCC(=O)OCc1cccc(C(F)(F)F)c1)c1c(N)n(CCCC)c(=O)[nH]c1=O	2%	?	-28%
C=C(C)CSCc1nc2ccccc2[nH]1	7%	1%	-5%
COc1ccccc1-n1cnnc1SCC(=O)Nc1cc(C(C)(C)C)nn1-c1ccccc1	6%	13µM*	10µM*

Compound profiles (already shown). Order of values: TDP1 inh	TDP1 cell noCPT	TDP1 cell CPT
COc1ccccc1-n1cnnc1SCC(=O)Nc1cc(C(C)(C)C)nn1-c1ccccc1 in the list: 6%	13µM*	10µM*
Cc1cccc(C(=O)Nc2ccc3c(c2)C(=O)N(CC(C)C)C3=O)c1 in the list: 6%	?	-28%
COCCCNC(=O)Cn1c(=O)nc(-c2ccccc2)c2ccccc21 in the list: 1%	-4%	9%

Returning to the listing with the 7 entries that preceded the break.
SMILES	TDP1 inh	TDP1 cell noCPT	TDP1 cell CPT
COCCCNC(=O)Cn1c(=O)nc(-c2ccccc2)c2ccccc21	1%	-4%	9%
O=C(CSc1nnc(-c2ccco2)n1Cc1ccco1)Nc1ccccc1	4%	-27%	-22%
O=C(Nc1nccs1)c1cccc(NC(=O)c2ccco2)c1	1%	?	-5%
CSCCC(NC(=O)c1cc(S(=O)(=O)N2CCOCC2)ccc1F)c1nc2ccccc2[nH]1 (stereo not drawn)	0%[56.1 µM]	-22%	-13%
CCCCCN(C(=O)CCC(=O)OCc1cccc(C(F)(F)F)c1)c1c(N)n(CCCC)c(=O)[nH]c1=O	2%	?	-28%
C=C(C)CSCc1nc2ccccc2[nH]1	7%	1%	-5%
COc1ccccc1-n1cnnc1SCC(=O)Nc1cc(C(C)(C)C)nn1-c1ccccc1	6%	13µM*	10µM*
COc1ccc(N2CCN(C(=O)c3c4c(nc5ccccc35)C(=O)N(C3CCCCC3)C4)CC2)cc1	7%	16µM*	15µM*
Cc1c2c(nc3nnnn13)CCCC2	3%	-2%	0%
Cc1cc(C(=O)NNC(=O)c2cccc(C(F)(F)F)c2)no1	-3%	-14%	4%
O=C1Nc2ccc(S(=O)(=O)N3CCCC3)c3cccc1c23	1%	-26%	?
CC1(c2nnnn2Cc2ccccc2)CCC(=O)N1c1ccc(N2CCOCC2)cc1 (stereo not drawn)	.	-22%	-14%
O=C(CN1C(=O)NC2(CCCCC2)C1=O)Nc1ccc(Cl)c(S(=O)(=O)N2CCOCC2)c1	0%	?	-29%
CCSc1nnc(NC(=O)CSc2nnc(-c3c[nH]c4ccccc34)n2C)s1	3%	5%	3%
COCCNC(=S)NN=C1CCCCC1	-8%	5.2µM*	5.2µM*
COCCn1c(=O)c(-c2cccc(C#N)c2)nc2cnc(OCc3ccccc3)nc21	.	-24%	-11%
C/C(=N\OCc1ccccc1)c1c(O)cc(C(C)C)n(-c2ccccc2)c1=O	6%	-17%	-27%
Cc1cccc(NC(=O)c2ccc3c(=O)n(CC4CCCO4)c(=S)[nH]c3c2)c1 (stereo not drawn)	1%	?	?
COc1ccc(OCc2cc(C(=O)N3CCCC(CO)C3)no2)c2ccccc12 (stereo not drawn)	8%	15µM*	?
COc1ccccc1C(=O)NC(C(=O)NCCc1nc2ccccc2[nH]1)=C(C)C	0%	-1%	-10%
COc1ccc(-c2nc(CSCC(=O)N3CCC(C(N)=O)CC3)c(C)o2)cc1OC	5%	-2%	21%
O=C(Cc1cccs1)Nc1ccc([N+](=O)[O-])cc1	3%	?	-29%
c1ccc(-c2csc(NC3CCCCC3)n2)cc1	-4%	-15%	6%
CCN(C(=O)CSc1ccc2ccccc2n1)C1CCCCC1	-11%	?	?
O=C(NNC(=S)Nc1ccccc1Cl)c1ccncc1	.	0%	10%
Cc1nn(-c2ccccc2)c(C)c1/C=C/C(=O)OCC(=O)N(C)C1CCS(=O)(=O)C1 (stereo not drawn)	5%	-9%	4%
CCCC(c1nnnn1CS(=O)(=O)c1ccc(C)cc1)N1CCN(c2ccc(F)cc2)CC1 (stereo not drawn)	6%	-26%	?
C=CCOc1ccc(/C=C2\SC(=S)N(NS(=O)(=O)c3ccc(C)cc3)C2=O)cc1	.	-8%	9%
COc1ccc(NC(=O)c2oc3ccccc3c2NC(=O)Cc2ccc(F)cc2)c(OC)c1	4%	8.2µM*	12µM*
Cc1cc(C(=O)NCC2CCC3(CCN(Cc4ccccc4C)CC3)O2)n(C)n1 (stereo not drawn)	.	-16%	-26%
Cc1cccc(CS(=O)(=O)c2ncc(Cl)c(C(=O)NCc3ccc4c(c3)OCO4)n2)c1	0%	4.6µM*	2.9µM*
O=C(NCc1cccnc1)c1nn(-c2ccc(Cl)cc2)nc1CO	2%	?	-17%
Cc1ncc(CCl)c2c1OC(C)(C)OC2	0%	23µM*	?
O=C(c1cccc(F)c1)N1CCC2(CC1)CN(c1cccc(-c3ccccc3)c1)C2	.	16µM*	?
N#CC1CCN(c2ncccc2[N+](=O)[O-])CC1	1%	-13%	-24%
Cc1noc(C)c1-c1nccc(NCCN2CCOCC2)n1	.	?	?
O=C(O)c1cnn2c(-c3ccccc3)ccnc12	.	5%	24%
CCOC(=O)c1c(NC(=O)/C=C/C(=O)O)sc(C)c1-c1ccc(F)cc1	.	?	?
COc1ccc(S(=O)(=O)NCCS(=O)(=O)N2CCN(c3ccccc3F)CC2)cc1	1%	?	?
O=C(COC(=O)c1ccccn1)Nc1nc(-c2cccc([N+](=O)[O-])c2)cs1	2%	18µM*	?
O=C1C2C3c4ccccc4C(c4ccccc43)C2C(=O)N1/N=C/c1cccc(O)c1 (stereo not drawn)	6%	?	21µM*
CCCNc1cc(=S)nc(N)[nH]1	4%	?	?
N#Cc1c(-c2ccccc2)[nH]c(=S)[nH]c1=O	4%	0%	-4%
Cc1ccc(C)c(SCc2noc(C(=O)NC(C)C)c2C(=O)O)c1	6%	?	-24%
CC(C)Oc1ccc(N2C(=O)c3ccccc3C2=O)cc1	7%	-13%	-29%
Cc1ccc(S(=O)(=O)N2CCC(C(=O)NCC3CC3)CC2)cc1	-12%	3%	-24%
CCOC(=O)C(=Nc1ccc(Cl)cc1)NO	2%	8%	2%
COc1cccc(NC(=O)N2CCCC2C(=O)NCc2ccc(Cl)cc2)c1 (stereo not drawn)	3%	1%	-22%
O=S(=O)(N/N=C1/CCCc2ccccc21)c1ccc(Br)cc1	2%	-7%	-1%
COc1ccc(OC)c(/C=N/Nc2nc(C)cc(=O)[nH]2)c1	.	?	-1%
C/C(=N\OCc1ccc(C#N)cc1)c1ccc(S(=O)(=O)N(C)C)cc1	.	?	?
COc1cccc(NC(=O)CSc2nnc(-c3ccoc3C)n2C)c1	5%	-14%	-4%
CC1(C2(O)CCCCC2)NCCc2ccccc21 (stereo not drawn)	0%	?	-28%
Cc1ccc(NC(=O)OCc2ccccc2S(C)=O)cc1 (stereo not drawn)	3%	2%	0%
CCN(CC)CCCOc1ccc(C)cc1Br	.	-26%	-5%
CC1(C(=O)NS(=O)(=O)C2CC2)CCN(C(=O)c2cc3ccccc3s2)C1 (stereo not drawn)	.	23%	-3%
O=C(Nc1cccc(S(=O)(=O)NC2=NCCC2)c1)C1CCCCC1	.	22%	3%
NC(=S)Nc1cccc(-c2n[nH]c(=S)o2)c1	-8%	-10%	-3%
Cc1cccc(C)c1-n1c(C)cc(/C=C2\C(=O)NN(c3ccccc3)C2=O)c1C	13%	-29%	-17%
Cn1c(NCc2ccccc2F)nc2cc(-c3cccc(Cl)c3)sc2c1=O	.	21µM*	15µM*
N#CCSCC(=O)Nc1ccc(F)cc1	4%	0%	4%
S=C(NCCC1=CCCCC1)Nc1ccccc1	5%	23µM*	16µM*
Cc1cc(C)c(Cn2c3ccccc3c3cnn(CC(=O)NCCCc4ccccc4)c(=O)c32)c(C)c1	3%	21µM*	18µM*
CC(C)C[C@H](NC(=O)N1CC(=O)Nc2ccccc21)C(=O)N[C@H](Cc1c[nH]c2ccccc12)C(=O)O	.	3%	-6%
O=C(Nc1nnc([C@@H]2C[C@H](O)[C@@H](CO)O2)s1)Nc1ccc(F)cc1F	.	-8%	-25%
COc1ccc(CCNC(=O)CSc2nnc(Cc3cccn3C)n2C)cc1OC	5%	-9%	-15%
COCCNC(=O)c1ccc(CN2CCOCC2)cc1	-9%[56.1 µM]	-1%	6%
Further compounds follow:
SMILES	TDP1 inh	TDP1 cell noCPT	TDP1 cell CPT
O=c1[nH]c(CSc2nc3ccccc3s2)nc2ccccc12	2%	2%	-22%
Cc1ccc(Nc2c(-c3ccsc3)nc3c(C)cccn23)cc1	7%&10%	?	?
CC1(C)C([N+](=O)[O-])C(c2ccccc2O)NC(c2ccccc2O)C1[N+](=O)[O-] (stereo not drawn)	6%	?	-19%
Oc1ccc(C[C@H]2CNC(=S)N2C[C@H]2CCCN2C[C@H](Cc2ccccc2)N2C[C@H](Cc3ccccc3)N(CC3CCCCC3)C2=S)cc1	.	13µM*	?
N#C/C(=C/c1ccc(CNC(=O)C(=O)Nc2cc(Cl)cc(Cl)c2)o1)C(=O)NCc1cccnc1	-2%	?	?
CN=C(C)/C(C(=O)OC)=C(/O)c1ccc(Cl)cc1Cl	7%	?	-17%
Cc1ccc([C@H]2C[C@H](n3cc(-c4ccc(F)cc4)nn3)[C@@H](O)CN2CC2CCCCC2)cc1	.	?	?
COc1cc(CO)ccc1Oc1nnnn1-c1ccc(C(N)=O)cc1	1%	-1%	-22%
Cc1cccc(NC(=O)CSc2nnc(-c3cccs3)o2)c1	-3%	?	?
CCc1noc(C)c1C(=O)Nc1nc(-c2ccc(OC)c(OC)c2)cs1	.	?	?
COc1cc(C(=O)O/N=C2/C=C(C)C(=O)C=C2C)cc(OC)c1OC	3%	2.1µM*	8.2µM*
Cc1cc(NC(=O)c2cnn3cccnc23)nn1CC(=O)Nc1cccnc1	5%	-9%	-8%
Cc1cc2c(OCC(O)CNCc3ccco3)cccc2[nH]1 (stereo not drawn)	.	16%	-17%
COc1ccc(OC)c(S(=O)(=O)N2CCN(c3ccccc3OC)CC2)c1	.	?	-24%
C[C@H](CO)N1C[C@H](C)[C@H](CN(C)Cc2ccncc2)Oc2ccc(NC(=O)Nc3ccc(C(F)(F)F)cc3)cc2CC1=O	1%	4.6µM*	3.3µM*
COc1ccc(-c2cc(C(=O)N(C)CCc3ccc(OC)c(OC)c3)c3ccccc3n2)cc1	-5%	23µM*	15µM*
C[C@@H]1CN([C@H](C)CO)C(=O)CCCn2nncc2CO[C@@H]1CN(C)C(=O)Nc1ccc(N2CCCCC2)cc1	.	?	3%
COc1ccc(/C=C2/SC(=S)N(CCCC(=O)Nc3ccc(O)cc3)C2=O)cc1OC	5%	15µM*	?
CCC(CC)C(=O)Nc1cccc(C(=O)Nc2nnc(C)s2)c1	-2%	?	11%
COc1ccc(NC(=O)CN(C)C(=O)C2(c3ccccc3)CCCC2)cc1	0%	?	?
O=S(=O)(c1cccc2nonc12)N1CCCCC1	2%	3%	-1%
O=[N+]([O-])c1cc([N+](=O)[O-])c(Oc2cccc3ccccc23)cc1NN1CCCCC1	.	?	?
Cc1cc(C)cc(NC(=O)c2oc3ccccc3c2COc2ccccc2)c1	-6%	21µM*	?
COc1ccc(NC(=O)c2c(C)cc(=O)oc2C)c(OC)c1	2%	-10%	0%
CCC(C)NC(=O)c1ccc2c(=O)n3c(nc2c1)CCCCC3 (stereo not drawn)	-4%	-11%	18%
